Arrestin-AP2 inh – inhibitors of human beta-arrestin and AP2 interaction. FITC-arrestin peptide / GST-AP2 beads, flow cytometry; AP2 beta2 appendage carries R879A mutation. inhibition, % at 10 µM. 340,000 compounds, 0.31% hits. AID 504490;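 active = inhibition above a set limit, near 3 SD of compounds lacking own fluorescence, cut at about 54% in these data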;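 note: plate controls were DMSO wells for no effect and 5 µM unlabelled arrestin peptide for full effect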
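Material – AP2 appendage R879A on GSH beads · Buffer or medium – PBS with 0.05% Tween 20 and 0.1% BSA · Probe or stimulus – fluorescein-tagged arrestin peptide at 50 nM final · Incubation – compound with beads 12 min RT, then probe 1 h RT · Detection – high-throughput flow cytometry of beads, ex 488, em 535 nm · Evaluation – percent response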
E coli growth – reduces bacterial viability in AddAB counter-screen; 330,000 compounds, 0.27% hits; AID 449728; E. coli V3065 growth, OD600 absorbance, 18 h; inhibition, % at 11.9 µM;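 active = inhibition above the campaign's mean inhibition across all tested compounds plus 3 SD, cut at about 9.9% in these data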;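 note: uninfected addAB+ strain grown without phage in ampicillin broth; 0% = DMSO wells and 100% = ciprofloxacin 0.95 µg/ml wells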
MOR-DOR ag – agonists of human mu-delta opioid receptor heterodimerization; AID 504326; 340,000 compounds, 0.3% hits; cells, OPRM1-OPRD1 heterodimerization, luminescence; activation, % at 9.3 µM; P35372+P41143; in the data active = activation above about 18%;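 note: 0% = vehicle-treated cells and 100% = reference agonist; values of inactives mirror those of a sister screen read the other way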
Pemphigus Ab inh – human desmoglein-3 autoantibody binding inhibition; DSG3-coupled beads, scFv-anti-DSG3-GFP binding, flow cytometry; hits give low values; P32926; 310,000 compounds, 0.48% hits; binding (percent of control), % at 10 µM;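 active = binding more than 3 SD below its plate's average and above zero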;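 note: hits lower antibody fragment binding to DSG3; some compounds called inactive have numbers as strong as hits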
Target sequence (P32926 whole entry, looked up, the tested form may be a part): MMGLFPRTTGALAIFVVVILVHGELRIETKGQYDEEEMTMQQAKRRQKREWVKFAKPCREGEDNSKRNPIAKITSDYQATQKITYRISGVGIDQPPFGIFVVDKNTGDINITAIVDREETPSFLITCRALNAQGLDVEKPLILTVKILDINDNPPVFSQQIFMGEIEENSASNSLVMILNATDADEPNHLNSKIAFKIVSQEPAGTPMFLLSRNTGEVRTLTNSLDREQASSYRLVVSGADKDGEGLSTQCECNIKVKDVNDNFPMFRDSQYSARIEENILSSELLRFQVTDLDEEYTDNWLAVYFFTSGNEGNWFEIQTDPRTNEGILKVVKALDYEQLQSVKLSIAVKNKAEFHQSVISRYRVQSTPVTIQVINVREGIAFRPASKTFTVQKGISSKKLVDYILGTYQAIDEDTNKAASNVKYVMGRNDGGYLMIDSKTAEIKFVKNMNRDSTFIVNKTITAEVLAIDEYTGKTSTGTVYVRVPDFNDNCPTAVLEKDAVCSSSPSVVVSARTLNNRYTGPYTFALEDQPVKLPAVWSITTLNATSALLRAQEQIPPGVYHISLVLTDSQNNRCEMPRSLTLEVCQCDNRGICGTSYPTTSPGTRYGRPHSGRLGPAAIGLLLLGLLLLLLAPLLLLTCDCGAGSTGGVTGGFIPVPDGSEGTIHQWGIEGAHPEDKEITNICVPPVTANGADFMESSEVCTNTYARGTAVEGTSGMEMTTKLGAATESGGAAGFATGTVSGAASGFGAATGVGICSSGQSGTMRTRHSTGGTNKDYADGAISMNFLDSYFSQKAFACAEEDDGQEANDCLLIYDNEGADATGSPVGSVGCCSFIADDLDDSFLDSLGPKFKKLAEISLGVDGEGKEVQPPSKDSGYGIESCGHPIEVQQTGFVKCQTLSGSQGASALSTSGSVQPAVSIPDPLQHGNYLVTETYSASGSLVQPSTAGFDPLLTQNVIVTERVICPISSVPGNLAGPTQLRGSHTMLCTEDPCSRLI
phage Ecoli inh – E. coli growth loss with phage present | AID 651602 | growth absorbance | 360,000 compounds, 0.26% hits | inhibition, % at 11.9 µM; in the data active = inhibition above about 11%
MOR-DOR inv ag – mu-delta opioid heterodimer inverse agonism | cell-based MOR-DOR heterodimer luminescence | inhibition, % at 9.3 µM | 340,000 compounds, 0.21% hits; in the data active = inhibition above about 22%, passing the limit was not always enough;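 note: 0% = cells with DMSO and 100% = wells without cells with DMSO; values of inactives mirror those of a sister screen read the other way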
PfHsp90 yeast 2 – growth inhibition of yeast expressing Plasmodium Hsp90; inhibition, % at 9.4 µM; S. cerevisiae expressing PfHsp90, BacTiter-Glo ATP, 48 h; yeast lacking PDR1 and PDR3 efflux regulators; AID 504621; 310,000 compounds, 0.32% hits;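 active = every replicate shows inhibition above about 80%, whatever the replicate mean, limit read from the data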;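 note: 0% = DMSO neutral controls and 100% = 20 µM radicicol positive controls; yeast relying on Plasmodium falciparum Hsp90 in place of its own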
Mot1-301 SUMO – inhibitors of SUMOylation pathway: yeast Mot1-301 growth rescue | growth rescue, % at 18.8 µM | S. cerevisiae Mot1-301 growth rescue, ATP luminescence, 38.5C; percent above DMSO median, 100 means doubled | 320,000 compounds, 1% hits;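 active = every valid replicate shows activation above 250% relative to neutral control wells; inactive = the rest, any valid replicate at or below 250%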;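 note: OY570 slx delta 5 strain wells were the positive control but not used for scaling; some compounds called inactive have numbers as strong as hits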
AddAB inh – less growth of phage-infected E. coli with AddAB; E. coli expressing H. pylori AddAB, absorbance growth; inhibition, % at 11.9 µM; 330,000 compounds, 0.29% hits; in the data active = inhibition above about 12%;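 note: 0% = vehicle wells of infected cells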
Tat export inh – inhibitors of E. coli Tat protein transport. 340,000 compounds, 0.036% hits. inhibition, % at 10 µM. AID 488895. E. coli MC4100 TorA-mCherry Tat export, fluorescence;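 active = mean replicate inhibition at least 50% and at least half of replicates individually reaching 50%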;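 note: exported cargo escapes ClpAP degradation while cytoplasmic cargo is degraded and loses fluorescence; 0% = median of neutral control wells and 100% = median of NaSCN control wells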
PKA-R1A act – activates the PKA-R1A holoenzyme complex | P00514+P68181 | PKA-R1A dissociation, Cy5-IP20 fluorescence polarization; scaled: DMSO 0%, 113 µM cGMP 100% | activation, % at 11.4 µM | 340,000 compounds, 0.083% hits | AID 504707;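 active = percent activation above the mean of all tested compounds plus 3 SD, cut at about 19% in these data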;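 note: higher means more PKAc released from R1A so a rise in polarization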
Starred values were filed as active, the others as inactive; / = not tested or not shown.

Every second line gives: Tat export inh	MOR-DOR inv ag	phage Ecoli inh	PKA-R1A act	Pemphigus Ab inh	Arrestin-AP2 inh	Mot1-301 SUMO	PfHsp90 yeast 2	AddAB inh	MOR-DOR ag	E coli growth
1. COc1ccc(CCNC(=S)NCCc2c[nH]c3ccccc23)cc1
 : -6	2	3.0	-12	104	27	364	-15	4.9	-0.4	1.6
2. Cc1ccc(N(C(=O)Cn2nnc(-c3ccc(F)cc3)n2)C(CC(C)C)C(=O)NCC2CCCO2)cc1 (stereo unspecified)
 : 13	-7	1.9	2	100	9	-12	-2	-1.4	1.4	-3.6
3. C=CCOc1ccc(CN(C)C(=O)CN2C(=O)c3ccccc3C2=O)cc1
 : 1	9	1.5	-3	95	-2	-4	-6	4.9	-1.2	-3.7
4. O=C1NC2=C(C(=O)CCC2)C(c2ccc(OC(F)F)cc2)N1 (stereo unspecified)
 : -8	-10	2.9	-7	122	5	6	-22	0.3	1.9	0.8
5. C/C(CC(=O)Nc1ccc(Cl)cc1Cl)=N\NC(=O)C(=O)NCCO
 : -2	18	3.9	-15	84	-7	107	8	1.3	-3.5	-1.3
6. O=C(Cn1nnc(-c2cccc(C(F)(F)F)c2)n1)NC1CCCC1
 : 4	-31	-0.1	3	99	1	-25	12	0.8	5.4	0.7
7. NC(=O)c1ccsc1NC(=O)c1ccc(S(=O)(=O)N2CCCCC2)cc1
 : 4	-10	0.8	-8	102	-11	45	-19	0.6	1.8	-2.3
8. O=C(CC(SCCO)c1ccc(F)cc1)c1ccco1 (stereo unspecified)
 : -2	10	0.4	-2	98	18	/	3	0.8	-1.8	-0.4
9. CCC1=C(OC(=O)N(CC)CC)N2C(=O)OC(=NCC(=O)OC)[C@]2(Cc2ccccc2)[C@H]2C1=CC[C@H]1C(=O)NC(=O)[C@H]12
 : -3	3	1.9	9	97	20	-7	-11	0.6	-0.5	-1.2
10. CC(C)Oc1ccc(C(=O)Nc2cc(S(=O)(=O)N3CCOCC3)ccc2N2CCOCC2)cc1
 : 5	14	0.8	-3	104	-2	/	-4	/	-2.7	/
11. COc1cccc(CN2CCc3ccc(NC(=O)CCc4ccc(C)cc4)cc3C2)c1O
 : 3	-24	-0.1	-10	98	6	/	25	2.7	4.5	1.5
12. CCOC(=O)N1CCN(C(=O)CSc2ccc3nnc(CCNC(=O)c4ccccc4)n3n2)CC1
 : 5	0	2.1	-1	95	14	-1	-13	-1.0	0.0	-1.2
13. CC(=O)c1cc2c(C)c(C(=O)c3ccccc3)oc2cc1O
 : -3	5	2.3	-5	141	2	/	11	2.9	-1.0	3.2
14. Cc1nc2ccccc2n1CC(O)Cn1c2ccccc2c2ccccc21 (stereo unspecified)
 : 11	-40	1.6	13	109	-13	5	23	-0.5	7.5	0.8
15. CCOc1cccc2cc(-c3nnc(NCc4ccco4)s3)c(=O)oc12
 : -4	-14	2.9	10	97	3	-4	-15	3.5	2.8	-0.3
16. Cc1cccc(NC(=S)N2CCCCC2)c1
 : -1	1	4.5	0	109	4	-7	14	1.9	-0.2	-0.7
17. CCN(CC(=O)Nc1cccc(OC)c1)C(=O)c1cccc(S(=O)(=O)N2CCc3ccccc32)c1
 : 7	8	6.3	-1	/	-12	-9	-20	0.3	-2.1	0.0
18. CCCCC(=O)NC(=S)NNC(=O)c1ccc(Cl)cc1Cl
 : -5	23	-5.6	7	84	4	/	-5	/	-5.0	/
19. COc1ccc(C(=O)N2CCC(C(=O)Nc3ccc4c(c3)OCCO4)CC2)cc1
 : -4	14	0.9	-3	89	-5	-24	-14	1.1	-2.5	0.5
20. CCCC[n+]1ccn(-c2nc3ccccc3nc2[N-]S(=O)(=O)c2ccccc2)c1
 : 7	11	1.4	-12	98	-4	178	-9	3.2	-1.9	-0.1
21. O=C(Nc1cccc(NC(=O)C2CC2)n1)C1CC1
 : 3	15	2.2	-16	107	-5	-11	/	1.0	-2.8	-4.0
22. O=C(Nc1nccs1)C1CCN(S(=O)(=O)c2ccc(F)cc2)CC1
 : 10	2	3.3	-2	/	-2	-4	-1	0.9	-0.3	2.2
23. COc1ccc(/C=C/C(=O)c2ccc([N+](=O)[O-])o2)cc1
 : -10	-20	2.1	-17	98	28	-35	15	6.9	3.2	3.2
24. O=C(O)c1cccc(Cn2c(Cl)c(/C=N/NC(=O)c3ccco3)sc2=O)c1
 : -3	5	1.6	-10	/	-7	20	4	2.3	-1.0	0.4
25. CC(C)(C)NC(=O)NC(=O)COC(=O)c1cccc(NS(=O)(=O)c2ccc(F)c(F)c2)c1
 : 4	-16	0.8	3	96	25	-10	-2	2.4	3.1	-0.5
26. O=C(Cn1cccc1)N1CCN(C(c2ccccc2)c2ccccc2)CC1
 : 4	7	1.0	3	101	2	11	/	0.4	-1.4	-0.6
27. CCOc1ccc(S(=O)(=O)NC(C)C)cc1C(N)=O
 : 1	11	2.0	-2	103	14	-3	-28	1.4	-2.1	-0.6
28. COc1ccccc1-n1c(=O)oc2ccc(Cl)cc2c1=O
 : 9	5	12*	11	101	-10	-5	17	12*	-1.1	5.6
29. CS(=O)(=O)c1ccc(CNC(=O)C2(C(F)(F)F)C/C(=C/CCO)CCCO2)cc1 (stereo unspecified)
 : -3	-7	1.3	6	102	8	9	-7	1.1	1.2	-1.5
30. Cc1ccc(Nc2nc(C)nc3c2oc2ccccc23)cc1
 : -10	-32	0.7	-3	/	3	-4	0	-1.4	6.3	0.2
31. O=C(CCSc1ccccn1)c1ccccc1
 : -12	4	2.1	-12	93	5	2	-24	-1.8	-0.6	-0.7
32. O=C(O)CNc1nc(-c2ccccc2)nc2ccccc12
 : -5	7	3.3	-3	89	-2	8	-1	1.6	-1.2	-0.1
33. COC(=O)CC(=O)N1CCN(c2ccc(Cl)c(Cl)c2)CC1
 : 4	5	3.3	-2	105	25	-9	12	0.6	-1.0	2.1
34. Cc1oc(-c2ccccc2Cl)nc1Cn1cccc1C1=NC(c2ccccc2)CO1 (stereo unspecified)
 : -4	-24	2.6	2	101	0	64	-19	0.6	3.9	-1.2
35. CC(=O)Nc1ccc(NC(=O)c2sc(-c3ccccc3)nc2C)cc1
 : 0	9	2.9	-2	99	-11	-6	12	-0.7	-2.0	-2.2
36. CCCNC(=O)c1ccc(OC)cc1OC
 : -5	-26	1.1	0	/	4	19	/	-0.4	4.4	-3.0
37. CS(=O)(=O)c1ccc(Cl)c(NC(=O)COC(=O)CNC(=O)c2sc3ccccc3c2Cl)c1
 : -3	2	1.2	2	106	10	-5	-6	0.5	-0.4	-0.2
38. Cn1cc(C(=O)NCN2CCCCC2)c2ccccc21
 : 9	16	3.8	-10	103	-6	3	17	3.0	-2.8	3.5
39. COc1cccc(Nc2ncccc2C(=O)O)c1
 : -1	6	1.5	9	88	31	-9	-21	-0.2	-1.0	-0.6
40. CCOC(=O)N/N=C/C(Cl)=C/c1ccccc1
 : 5	9	2.2	-6	87	17	9	3	9.3	-2.1	13*
41. Oc1ccc(Cl)cc1CNc1cccc2cccnc12
 : -3	-67	-2.9	-6	102	10	-7	-13	2.3	13	0.1
42. CCOCC(=O)Nc1ccc(S(=O)(=O)N2CCC(c3nc4ccccc4[nH]3)CC2)cc1
 : -4	7	3.3	-5	104	-8	-9	7	1.0	-1.1	1.3
43. CCOc1ccccc1NC(=O)c1cccc(S(=O)(=O)N(Cc2ccccc2)c2ccccc2OC)c1
 : -5	-9	2.0	-9	102	32	0	-1	0.9	1.8	0.6
44. CCOC(=O)c1cn(Cc2cccc(Cl)c2)nn1
 : 6	15	4.0	-6	83	-8	-1	1	1.9	-2.9	1.7
45. COc1ccc(C(=O)OCCOc2cccc(Cl)c2)cc1S(=O)(=O)N1CCOCC1
 : 14	16	0.7	-6	122	42	-2	14	5.9	-2.8	-0.1
46. CNC(=O)c1sc(-c2cccs2)nc1C
 : -9	19	0.5	9	113	9	/	-22	0.6	-4.0	-2.6
47. CCC(C)c1ccc(NC(=O)c2cnn3c(C(F)F)cc(C)nc23)cc1 (stereo unspecified)
 : 29	/	3.6	/	100	6	557	-12	0.7	/	0.4
48. Cc1nc(C)c(C(=O)N2CCCC(C(=O)c3ccc(Cl)cc3C)C2)s1 (stereo unspecified)
 : 0	1	1.4	7	111	-7	15	2	2.9	-0.2	0.1
49. COc1cc(/C=C2/SC(=S)N(CC(=O)O)C2=O)ccc1OCC(=O)Nc1ccc(C)c(C)c1
 : 0	13	1.1	-3	/	8	-7	3	-3.0	-2.3	-1.9
50. Cc1cc(C)c(S(=O)(=O)NCC(c2ccc3c(c2)OCO3)N2CCOCC2)c(C)c1 (stereo unspecified)
 : 6	4	3.2	-7	112	-16	13	-4	-3.1	-0.8	2.8
51. O=C(COC(=O)CCC1CCCC1)Nc1cccc(S(=O)(=O)N2CCOCC2)c1
 : -4	-7	3.2	5	101	-6	7	/	0.9	1.3	0.8
52. C/C(=N\N=C1\NC(=O)CS1)c1cccs1
 : -15	14	2.5	-3	102	45	-7	-26	3.8	-2.7	-2.6
53. COc1ccc([C@H]2CC(=O)C=C(c3cc(C=O)ccc3OC)C2)cc1OC
 : 6	17	6.0	-6	108	-6	1	14	-1.6	-2.9	-0.5
54. FC(F)Oc1ccc(-c2csc(=Nc3cccnc3)n2CC2CCCO2)cc1 (stereo unspecified)
 : 7	3	3.5	-10	98	11	-7	4	3.4	-0.7	-4.0
55. O=C(Nc1nccs1)c1cn2ccccc2n1
 : 1	16	3.1	3	100	13	-10	-7	2.1	-3.0	0.6
56. Cc1nc2ccccc2n1C(=O)c1ccccc1[N+](=O)[O-]
 : -11	3	2.6	3	104	20	-5	-14	3.2	-0.6	0.3
57. Cc1cc(OCc2cccc(S(=O)(=O)N3CCOCC3)c2)ccc1Cl
 : 6	3	3.5	-17	93	-1	15	-2	0.3	-0.6	-2.6
58. Cc1ccc(S(=O)(=O)N2CCCCC2)cc1NC(=O)CSc1ncn[nH]1
 : -13	-2	3.4	-1	105	5	/	9	0.7	0.4	1.9
59. CCCN1C2CCCC1CC(NC(=O)c1ccccc1Br)C2 (stereo unspecified)
 : -1	12	-0.1	-2	/	-6	15	-3	-0.8	-2.7	-2.5
60. CCCCn1c(NC(=S)Nc2ccccc2)nc2ccccc21
 : -5	-7	1.2	-8	89	-2	38	-100	-1.4	1.4	-1.0
61. O=C(NC(=S)Nc1ccc(Cc2ccncc2)cc1)c1ccccc1Cl
 : -4	9	4.3	-4	108	13	37	1	0.2	-1.8	-0.9

Compound activity (PubChem BioAssay)
